Assay outcomes as filed in PubChem.
Tb PGK inh: qHTS Assay to Find Inhibitors of Phosphoglycerate Kinase | Phosphoglycerate kinase, glycosomal (Trypanosoma brucei brucei), P07378 | PGK/GAPDH coupled, Kinase-Glo luminescence, 60 min | Potency, µM (highest dose often 57.5 µM), without a hit: at the top dose activity change, negative = inhibition, most hits filed as inhibitors | actives 0.043% (n = 380,000) | AID 602233, 2012; also: potency is read from the fitted curve at half-maximal effect; % is scaled to controls: 0 for no effect and ±100 for the full control effect; nearly all actives have a fitted effect of over 60% in size
Target sequence (P07378 whole entry, looked up): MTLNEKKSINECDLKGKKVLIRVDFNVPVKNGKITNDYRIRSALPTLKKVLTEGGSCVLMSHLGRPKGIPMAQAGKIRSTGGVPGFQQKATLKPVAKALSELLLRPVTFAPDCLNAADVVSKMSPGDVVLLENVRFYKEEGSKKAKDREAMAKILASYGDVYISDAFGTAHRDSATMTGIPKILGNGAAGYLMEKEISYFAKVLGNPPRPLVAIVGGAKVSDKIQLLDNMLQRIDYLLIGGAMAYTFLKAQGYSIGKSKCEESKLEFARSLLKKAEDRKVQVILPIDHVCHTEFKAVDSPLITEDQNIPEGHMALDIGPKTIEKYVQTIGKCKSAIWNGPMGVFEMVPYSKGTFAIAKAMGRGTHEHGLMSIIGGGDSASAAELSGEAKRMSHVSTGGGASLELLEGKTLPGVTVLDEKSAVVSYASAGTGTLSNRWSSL
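Luminescent ATP detection (Kinase-Glo Plus) follows a 60-minute room-temperature incubation, with wells lacking PGK as controls. Buffer: 100 mM TEA (pH 7.6), 5 mM MgCl2, 0.01% Tween-20. Coupling enzyme GAPDH (100 nM final) supplies unstable 1,3-BPG in-well.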
BLM inh: qHTS Assay for Inhibitors of Bloom's syndrome helicase (BLM); Potency, µM (series often up to 56.1 µM), for the others: at the highest dose activity change, negative = inhibition, most hits filed as inhibitors; RecQ-like DNA helicase BLM (Homo sapiens), P54132; actives 0.2% (n = 350,000); AID 2528, 2010; recombinant BLM DNA unwinding, fluorescence dequenching;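 also: potency is read from the fitted curve at half-maximal effect; plate controls were vehicle for no effect and no enzyme for full effect; nearly all actives have a fitted effect of over 35% in size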
APEX1 inh: qHTS Assay for Inhibitors of the Human Apurinic/apyrimidinic Endonuclease 1 (APE1) | recombinant APE1, TAMRA/BHQ-2 abasic DNA cleavage fluorescence | DNA repair nuclease/redox regulator APEX1 (Homo sapiens), P27695 | actives 0.35% (n = 350,000) | Potency, µM (titrated, usually from 65.8 µM), inactives show at the highest dose activity change, negative = inhibition, hits mostly inhibitors;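 also: potency is read from the fitted curve at half-maximal effect; plate controls were vehicle for no effect and reference inhibitor for full effect; nearly all actives have a fitted effect of over 55% in size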
Target sequence (P27695 whole entry, looked up): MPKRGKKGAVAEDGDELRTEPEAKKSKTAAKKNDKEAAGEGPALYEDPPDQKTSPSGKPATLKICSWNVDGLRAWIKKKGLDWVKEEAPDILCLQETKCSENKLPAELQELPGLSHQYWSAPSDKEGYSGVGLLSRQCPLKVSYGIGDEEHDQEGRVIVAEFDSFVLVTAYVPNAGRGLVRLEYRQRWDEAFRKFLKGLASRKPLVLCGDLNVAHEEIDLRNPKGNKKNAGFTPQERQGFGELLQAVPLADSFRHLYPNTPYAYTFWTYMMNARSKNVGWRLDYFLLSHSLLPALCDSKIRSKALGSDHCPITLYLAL
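Readout is kinetic fluorescence (ex 525, em 598 nm) from cleavage of 50 nM TAMRA/BHQ-2 THF abasic duplex by 0.75 nM APE1, compound added 15 min beforehand at RT.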
Apoferritin bind: qHTS Assay for Identification of Novel General Anesthetics; Ferritin light chain (Equus caballus), P02791; apoferritin/1-aminoanthracene competitive binding, fluorescence; Potency, µM (series often up to 77.5 µM), for the others: top-dose activity change, negative = displacement, most hits filed as inhibitors; actives 0.074% (n = 350,000); also: potency is read from the fitted curve at half-maximal effect; % is scaled to controls: 0 for no effect and ±100 for the full control effect; nearly all actives have a fitted effect of over 20% in size
Target sequence (P02791 2-175 limits assumed): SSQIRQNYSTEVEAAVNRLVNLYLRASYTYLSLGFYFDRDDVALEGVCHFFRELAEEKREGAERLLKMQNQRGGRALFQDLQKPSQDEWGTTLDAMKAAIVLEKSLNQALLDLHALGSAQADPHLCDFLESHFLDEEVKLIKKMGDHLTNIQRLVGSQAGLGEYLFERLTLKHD
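Read-out: endpoint 1-AMA fluorescence, excitation 380 nm and emission 535 nm, after compounds sit 10 min at room temperature with 10 uM horse-spleen apoferritin in 50% saturated 1-AMA/PBS. Values come from four-parameter Hill fits.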
POLI inh: qHTS for Inhibitors of Polymerase Iota | actives 1% (n = 390,000) | Potency, µM (doses to about 115 µM), for inactives: top-dose activity, negative = inhibition, actives largely listed as inhibitors | AID 588590, 2011 | DNA polymerase iota (Homo sapiens), Q9UNA4 | Pol iota fluorescent replication assay, 10 min; also: potency is read from the fitted curve at half-maximal effect
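Pol iota at 10 nM preincubated 15 min with compounds at room temperature; reaction started with fluorescent substrate, 50 nM final. Fluorescence read kinetically at 0 and 10 min; buffer-only wells as negative control.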
POLH inh: qHTS for Inhibitors of Polymerase Eta | Potency, µM (series often up to 114 µM), for inactives: at the highest dose activity change, negative = inhibition, usual class: inhibitors | actives 1.2% (n = 390,000) | recombinant Pol eta, fluorescent DNA replication assay; also: potency is read from the fitted curve at half-maximal effect; % is scaled to controls: 0 for no effect and ±100 for the full control effect
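Pol eta (10 nM) was preincubated with compounds for 15 min at room temperature, after which fluorescent replication substrate (50 nM final) was added to start the reaction. Fluorescence was read kinetically at 0 and 10 min.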
POLB inh: qHTS Assay for Inhibitors of DNA Polymerase Beta. Pol beta primer extension/strand displacement, fluorescence kinetic. Potency, µM (highest dose often 114 µM), for the others: at the highest dose activity change, negative = inhibition, usual class: inhibitors. P06746. actives 1.3% (n = 340,000); also: potency is read from the fitted curve at half-maximal effect; % is scaled to controls: 0 for no effect and ±100 for the full control effect
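Reaction started by 50 nM substrate onto compound-treated Pol beta (10 nM, 15 min preincubation, room temperature); plates read at 0 min and 10 min. Normalized concentration-effect data fitted by four-parameter Hill equation.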
Pol kappa inh: qHTS for Inhibitors of Polymerase Kappa. DNA polymerase kappa (Homo sapiens), Q9UBT6. purified Pol kappa, fluorescent DNA synthesis assay, 10 min. Potency, µM (series often up to 107 µM), without a hit: at the highest dose activity, negative = inhibition, hits mostly inhibitors. actives 0.53% (n = 400,000); also: potency is read from the fitted curve at half-maximal effect; % is scaled to controls: 0 for no effect and ±100 for the full control effect
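10 nM Pol kappa preincubated 15 min at room temperature with compounds, then reaction started with substrate at 50 nM final. Fluorescence read kinetically at 0 and 10 min; buffer-only wells served as negative control.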
RXFP1 antagonist: qHTS Assay for Antagonists of the Relaxin Receptor RXFP1; Relaxin receptor 1 (Homo sapiens), Q9HBX9; HEK293-RXFP1, relaxin-stimulated cAMP HTRF, 30 min; active compounds read low; activity change, negative = inhibition, % at 57.5 µM; actives 0.59% (n = 350,000); AID 1259400, 2018;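 active = activity change of -60% or lower, but not beyond a set lower limit; inconclusive = change between -60% and -40%, or beyond the set limit; inactive = change above -40%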; also: % is scaled to controls: 0 for no effect and ±100 for the full control effect
* marks the source's active call; other numbers are inactive results; i = inactive; ? = inconclusive; . = no result given; & = joins results of further samples; [ ] = remark or other dose. Unless noted, calls follow the shape of the dose curve; as a rule, active = well fitted curve in the direction sought with a large enough effect; inconclusive = small, poorly fitted or top-dose-only effect, or another doubt; inactive = no such curve, though single readings can be large; an effect the other way counts as inactive or inconclusive. Some of the compounds tested; rates above refer to the full screens.

SMILES | Tb PGK inh | BLM inh | APEX1 inh | Apoferritin bind | POLI inh | POLH inh | POLB inh | Pol kappa inh | RXFP1 antagonist
CCOc1ccc2nc(NC(=O)CN3C(=O)C4CCCCC4C3=O)sc2c1 (stereo not drawn) | 7% | . | -11% | . | 28% | -13% | . | -2% | -15
CCCCCCC(=O)N/N=C/c1ccco1 | i | 3% | 3% | -19% | 7% | -15% | 15% | -1% | -6
Cc1ccc(NC(=O)CCC(=O)NNC(=O)CCc2ccccc2)c(C)c1 | i | -10% | 5% | 1% | 165%[activator] | -10% | 15% | -2% | 19
O=S(=O)(Cc1ccccc1Cl)N1CCN(Cc2ccc3c(c2)OCO3)CC1 | . | -10% | 12% | -4% | 20% | -17% | 26% | -10% | 31
N#Cc1ccc(COC(=O)CN2C(=O)NC3(CCCC3)C2=O)cc1 | -8% | . | -5% | . | 22% | 2% | . | -8% | 2
CC(C)C[C@H](NC(=O)c1[nH]cnc1C(=O)N[C@@H](Cc1ccccc1)C(=O)OC(C)(C)C)C(=O)OCc1ccccc1 | i | -14% | 5% | -10% | 22% | -24% | -11% | 1% | .
CN1CCN(C(=O)CCN2C(=O)/C(=C\c3ccc(F)cc3)SC2=S)CC1 | 3% | . | 36% | . | 56%[activator] | -20% | . | -3% | -4
O=C(NCc1ccccc1)C1=C[C@H](C2CCCCC2)C[C@H](OCCCCO)O1 | -7% | . | . | . | 18% | -14% | . | -7% | .
CC(=O)Nc1ccc(-c2csc(Nc3ncccn3)n2)cc1 | -1% | -6% | -8% | -3% | 61%[activator] | -20% | 95% | 2% | 2
O=C(O)c1cccc(S(=O)(=O)Nc2cccc(S(=O)(=O)N3CCCCCC3)c2)c1 | -1% | 4% | 27% | -3% | 89µM* | 2% | 4% | -16% | -31

Overlap with the part before: four entries, followed by the next part.
SMILES | Tb PGK inh | BLM inh | APEX1 inh | Apoferritin bind | POLI inh | POLH inh | POLB inh | Pol kappa inh | RXFP1 antagonist
CN1CCN(C(=O)CCN2C(=O)/C(=C\c3ccc(F)cc3)SC2=S)CC1 | 3% | . | 36% | . | 56%[activator] | -20% | . | -3% | -4
O=C(NCc1ccccc1)C1=C[C@H](C2CCCCC2)C[C@H](OCCCCO)O1 | -7% | . | . | . | 18% | -14% | . | -7% | .
CC(=O)Nc1ccc(-c2csc(Nc3ncccn3)n2)cc1 | -1% | -6% | -8% | -3% | 61%[activator] | -20% | 95% | 2% | 2
O=C(O)c1cccc(S(=O)(=O)Nc2cccc(S(=O)(=O)N3CCCCCC3)c2)c1 | -1% | 4% | 27% | -3% | 89µM* | 2% | 4% | -16% | -31
CCCCN(CC)CCCNC(=O)C1CCCN(c2ncnc3c2nc2n3CCCCC2)C1 (stereo not drawn) | i | 0% | . | 4% | 11% | -1% | 1% | -16% | -17
CCCCn1c(=N)c(C(=O)NC2CCCCC2)cc2c(=O)n3cccc(C)c3nc21 | i | 4% | . | -9% | 7% | -13% | -2% | -7% | -8
COc1ccc(CCNc2ccc(C(CC(N)=O)NC(=O)Cc3ccc(Br)cc3)cc2[N+](=O)[O-])cc1 (stereo not drawn) | -1% | -6% | 2% | 2% | 6% | 0% | 0% | -3% | .
COC(=O)/C(C#N)=C/c1c(Oc2cc(C)cc(C)c2)nc2ccccn2c1=O | -6% | -5% | -3% | -6% | 46%[activator] | -16% | -22% | -4% | 0
COc1ccc(NC(=O)CCC(=O)c2cccs2)cc1S(=O)(=O)Nc1ccccc1Cl | i | -1% | 5% | -22% | 11% | -22% | 6% | -9% | 16
Cc1ccccc1S(=O)Cc1ccc(C(=O)NCCCN2CCCCC2)o1 (stereo not drawn) | -2% | 1% | 19% | -7% | 19% | -14% | -1% | -6% | -4
COc1ccc(N(CC(=O)NCC2CCCO2)C(=O)CCC(=O)Nc2nccs2)cc1 (stereo not drawn) | i | . | . | . | 58%[activator] | -16% | . | -5% | -5
CCOC(=O)c1nc(S(C)(=O)=O)ncc1Cl | -8%[11.5 µM] | 2% | 4% | -17% | 6% | -6% | 28% | -3% | 18
O=C(O)CC1(CC(=O)N2CCC(C(=O)O)CC2)CCCC1 | -5% | 0% | 14% | 1% | 26% | -5% | 11% | 4% | 0
Cc1[nH]ccc(=O)c1OCc1ccccc1 | -9% | -1% | 0% | 2% | 4% | 1% | ? | -11% | 8
O=C(c1cccs1)N1CCC(c2nc3c(nnn3Cc3ccccc3)c(=O)[nH]2)CC1 | -3% | -1% | 4% | -16% | 49%[activator] | -7% | 16% | -17% | -4
CCOC(=O)NC1(C(F)(F)F)C(=O)N(Cc2ccccn2)C2=C1C(=O)CC(C)(C)C2 (stereo not drawn) | 6% | 0% | 3% | -9% | 14% | 0% | 3% | -9% | 6
O=C(Cn1cc(C(F)(F)F)cc(Cl)c1=O)NCc1ccc(Cl)cc1 | -6% | -3% | 12% | 1% | -5% | -7% | 2% | 6% | -1
Cc1cc(C)nc(NN=CC2=C(N3CCOCC3)/C(=C/c3ccc(Cl)cc3)CC2)n1 | 7% | . | . | . | ? | -25% | . | -14% | -15
CCC(=O)Nc1nnc(SCC(=O)Nc2ccc3c(c2)OCCO3)s1 | i | -4% | 59%[activator] | -9% | 4% | -17% | 2% | -4% | -9
CC(=O)Nc1ccc(/C=N\NC(=O)CNS(=O)(=O)c2ccc([N+](=O)[O-])cc2)cc1 | -10% | 0% | 7% | -24% | 30% | -19% | 2% | -3% | -4
Cc1ccc(NC(=S)NCCC(c2ccccc2)c2ccccc2)c(C)c1 | 1% | -8% | 4% | 107%[activator] | 3% | 0% | 15% | -10% | 4
COc1ccc(OC)c(C(C)NC(=O)C23CC4CC(CC(C4)C2)C3)c1 (stereo not drawn) | 2% | 2% | -10% | -23% | -11% | -8% | 18% | -9% | -1
O=C(COC(=O)c1ccc([N+](=O)[O-])o1)Nc1cccc2ccccc12 | 1% | 0% | -5% | -11% | -1% | 1% | ? | -39% | -7
CCSc1nnc2c(n1)OC(c1ccc(OC)cc1OC)N(C(C)=O)c1ccccc1-2 (stereo not drawn) | 10% | -4% | . | -13% | 28% | -20% | 1% | 7% | .
CCCS(=O)(=O)Nc1cc(-c2cn3cccc(C)c3n2)ccc1C | 10% | 2% | . | -10% | 2% | -7% | 26% | -3% | .
CN1CC(=O)Nc2ccccc2C1=O | -8% | -7% | 41% | 5% | ? | -6% | 1% | 13% | -15
CCOC(=O)c1ccc(NC(=O)c2ccco2)cc1 | i | -3% | 13% | -7% | 35%[activator] | -14% | 24% | 1% | -4
COc1ccc(C2C(C#N)=C(N)Oc3c2sc2nc(C)cc(C)c32)cc1 (stereo not drawn) | -6% | -11% | -2% | -15% | 38%[activator] | -19% | 1% | -19% | .
CCN1C(=O)/C(=C\N(C(C)=O)c2ccccc2)OC1=S | . | 0% | 1% | -2% | ? | -1% | -7% | -4% | -1
CN(C)CCCN(Cc1ccccc1)C(=S)Nc1ccc(OC(F)F)cc1 | 3% | 1% | -4% | -8% | 14% | -13% | -5%[57.1 µM] | -5% | 6
CC(C)NC(=O)C(=O)Nc1ccc2c(c1)N(S(=O)(=O)c1cccs1)CCC2 | -5% | . | 42%[activator] | . | 3% | -17% | . | -6% | -4
C=CCNC(=S)N/N=C/c1ccc(N(CC)Cc2ccccc2)cc1 | 0% | -9% | ? | . | 0% | -16% | 12% | -19% | 7
Cc1cc(C)n(-c2nc3ccccc3n3cnnc23)n1 | -1% | 0% | 1% | -12% | 12% | -5% | 0% | 0% | 3
CCc1ccccc1NC(=O)c1cc2c(Cl)nc3ccccc3c2s1 | i | 1% | . | -20% | 17% | -13% | 0% | 0% | .
COc1ccc(-n2nc(C(=O)NCC(=O)N3CCOCC3)c3ccccc3c2=O)c(OC)c1 | -1% | 3% | -17% | 6% | -1% | -4% | 1% | -20% | -2
CCc1ccccc1NC(=O)CCc1c(C)nn(-c2ccc(N3CCOCC3)nn2)c1C | -2%&-3% | -1%&1% | 42% | 6%&-5% | 13%&5% | -12%&-6% | 0%&23% | 10%&11% | 1
Cc1nc(N/N=C/c2cccc(F)c2)cc(N2CCOCC2)n1 | -4% | -3% | 6% | -4% | 68%[activator] | -2% | -3% | -15% | 11
CCn1c(C)c(C)c2cc(C(=O)NCc3cccc(C)c3)ccc21 | i | -10% | . | 43%[activator] | 5% | -9% | -1% | -6% | -20
Cc1ccc(NC(=O)C2COc3ccccc3O2)c(C)c1 (stereo not drawn) | 1% | 0% | 14% | ? | 95%[activator] | -23% | 31% | -4% | 4
OCCC1CN(CC2CCCCC2)CCN1CC1CCCCC1 (stereo not drawn) | -11% | -4% | -18% | -7% | 159%[activator] | -2% | 0% | -20% | 7
S=C(NCCOCCOCCNC(=S)Nc1ccccc1)Nc1ccccc1 | -3% | -3% | 4% | -1% | 108%[activator] | -19% | 10% | -4% | -10
Cc1ccccc1NC(=O)Cn1c(=O)n(-c2ccc(CC(=O)NCC3CCCO3)cc2)c(=O)c2ccccc21 (stereo not drawn) | 1%&4% | -2%&-5% | 0% | -16%&-7% | -12%&17% | -16%&-3% | 0%&-8% | -12%&0% | 14
Cc1ccc(S(=O)(=O)n2ccnc2)cc1C | -10% | -4% | -8% | -9% | ? | -7% | 20% | 1% | .
COc1ccc(Cn2nnnc2C(c2ccccn2)N2CCN(c3cc(Cl)ccc3C)CC2)cc1 (stereo not drawn) | -10% | -10% | 4% | -7% | -17% | -4% | 9% | -3% | -25
